# From PubChem BioAssay
# EPAC1 agonist = agonists of human EPAC1; AID 720707; O95398; Potency, µM (doses to about 154 µM), for inactives: at the highest dose activation, usual class: activators; EPAC1 agonist qHTS, biochemical assay; response scale: 100% = response to 6.5 mM cAMP; actives 0.073% (n = 360,000); also: potency is read from the fitted curve at half-maximal effect; nearly all actives have a fitted effect of over 60% in size
#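 Multi-concentration qHTS readout: loss of Rap1B-bound BODIPY-GDP fluorescence driven by 100 nM EPAC1 with excess GDP (50 uM), monitored kinetically at room temperature; agonist response expressed relative to 6.5 mM cAMP.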
# FUS suppressor = FUS proteinopathy suppression in yeast; actives 0.24% (n = 390,000); S. cerevisiae FUS-expressing, growth rescue, OD600, 24 h; Potency, µM (top dose mostly 76.6 µM), for inactives: at the top dose growth rescue (activation), usual class: activators;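 also: potency is read from the fitted curve at half-maximal effect; plate controls were DMSO vehicle for no effect and reference control for full effect; nearly all actives have a fitted effect of over 55% in size; some results filed as inactive show a strong effect at the top dose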
#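 Restored growth of FUS-toxic S. cerevisiae, read as 600 nm absorbance after 24 h at 30C in galactose medium (starting OD 0.005). Controls CP55940 and DMSO.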
# EPAC1 antagonist = antagonists of human EPAC1. EPAC1 GEF assay, Rap1b-BODIPY-GDP exchange fluorescence. Potency, µM (highest dose often 115 µM), without a hit: at the top dose activity change, negative = inhibition, most hits filed as inhibitors. actives 0.14% (n = 360,000). AID 720709;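 also: potency is read from the fitted curve at half-maximal effect; plate controls were vehicle for no effect and positive control for full effect; nearly all actives have a fitted effect of over 50% in size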
# Abeta rescue = A-beta toxicity reversal in yeast; yeast expressing A-beta42, growth rescue, OD600, 48 h; response scale: 0% DMSO, 100% iron-clioquinol control; Potency, µM (series often up to 46.1 µM), without a hit: at the highest dose growth rescue, hits mostly activators; actives 0.063% (n = 410,000); also: potency is read from the fitted curve at half-maximal effect; nearly all actives have a fitted effect of over 55% in size
#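 Yeast growth medium received pinned compounds, then yeast cells expressing toxic A-beta were added; plates incubated at 30 C for 48 hr. Growth read as absorbance at 600 nm, normalized to DMSO and equimolar FeCl3 plus clioquinol controls.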
# PLK1 PBD block = blocks phosphopeptide binding to human PLK1 polo-box domain; Plk1 PBD binding of FITC phosphopeptide, fluorescence polarization; Potency, µM, for the others: max response, negative = inhibition, most hits filed as inhibitors; actives 2.8% (n = 360,000); AID 720504; also: potency is read from the fitted curve at half-maximal effect; series mostly up to about 57 µM; % is scaled to controls: 0 for no effect and ±100 for the full control effect; nearly all actives have a fitted effect of over 65% in size
# Target sequence (P53350 whole entry, looked up, the tested form may be a part): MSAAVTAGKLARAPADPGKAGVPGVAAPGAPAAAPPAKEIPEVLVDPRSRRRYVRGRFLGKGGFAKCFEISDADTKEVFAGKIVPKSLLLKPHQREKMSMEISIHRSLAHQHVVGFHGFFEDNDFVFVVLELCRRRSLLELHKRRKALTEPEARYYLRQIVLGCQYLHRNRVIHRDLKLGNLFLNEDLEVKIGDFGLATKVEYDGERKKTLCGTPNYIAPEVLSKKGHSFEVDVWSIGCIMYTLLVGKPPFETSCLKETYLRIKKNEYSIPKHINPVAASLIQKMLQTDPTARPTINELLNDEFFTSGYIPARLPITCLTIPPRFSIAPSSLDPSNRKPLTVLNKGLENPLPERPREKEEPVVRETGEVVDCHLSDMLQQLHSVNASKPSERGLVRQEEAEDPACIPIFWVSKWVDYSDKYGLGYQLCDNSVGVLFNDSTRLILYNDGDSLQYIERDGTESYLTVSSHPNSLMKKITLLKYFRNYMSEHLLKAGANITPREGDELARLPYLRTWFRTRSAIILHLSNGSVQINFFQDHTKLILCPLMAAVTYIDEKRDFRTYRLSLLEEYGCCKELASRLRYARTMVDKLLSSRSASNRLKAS
# WRN inhibitor = WRN helicase (human) inhibition; Q14191; WRN helicase unwinding, fluorescent forked duplex, kinetic; Potency, µM (titrated, usually from 114 µM), for inactives: at the highest dose activity change, negative = inhibition, hits mostly inhibitors; actives 0.46% (n = 360,000); AID 651768; also: potency is read from the fitted curve at half-maximal effect; % is scaled to controls: 0 for no effect and ±100 for the full control effect; nearly all actives have a fitted effect of over 55% in size
#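 WRN at 20 nM final was preincubated with compound for 15 min at room temperature; reaction started with 100 nM forked duplex oligonucleotide carrying fluorophore and quencher plus 2 mM ATP (final). Unwinding followed kinetically by red fluorescence (ex 525/em 598 nm).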
# PI5P4K alpha inh = blocks human PI5P4K alpha kinase activity; P48426; PI5P4Kalpha enzyme, ADP-Glo luminescence, 60 min; hits give low values; max response, %; actives 1.2% (n = 330,000); AID 652105; active = max response of -50% or lower; inconclusive = between -30% and -50%; inactive = -30% or higher; also: value at the top dose of about 77 µM; % is scaled to controls: 0 for no effect and ±100 for the full control effect
# Target sequence (P48426 whole entry, looked up): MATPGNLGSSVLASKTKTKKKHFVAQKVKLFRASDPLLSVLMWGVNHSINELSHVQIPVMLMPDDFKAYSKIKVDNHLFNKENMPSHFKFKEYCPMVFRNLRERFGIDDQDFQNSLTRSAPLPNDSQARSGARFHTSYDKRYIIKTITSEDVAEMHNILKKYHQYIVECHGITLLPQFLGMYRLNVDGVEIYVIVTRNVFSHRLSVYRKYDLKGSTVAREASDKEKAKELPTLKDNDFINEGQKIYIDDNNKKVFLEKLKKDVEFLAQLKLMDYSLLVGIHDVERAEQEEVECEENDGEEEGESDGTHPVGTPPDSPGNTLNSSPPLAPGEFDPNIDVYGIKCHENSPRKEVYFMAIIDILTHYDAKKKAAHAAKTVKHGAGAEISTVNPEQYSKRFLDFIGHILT
#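 PI5P4Kalpha ADP-Glo assay; 5 microM ATP final; 60 min RT reaction; HEPES pH 7.4/EGTA/CHAPS, 5% DMSO; controls lacking substrate or enzyme; luminescent end-point.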
# IL2 activator = IL-2 activation | IL-2 activation reporter assay, cell-based qHTS; stimulated with anti-CD3/CD4/CD28 beads; in transgenic mouse T cells | activation, % (series mostly up to about 46 µM) | actives 0.065% (n = 360,000); in the data active = activation above about 50%; inconclusive = mostly about 30% to 49%; also: 0% is about no effect
#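 Readout: EGFP and DsRed signals by fluorescent plate cytometry. Unstimulated transgenic mouse T cells received compound 60 min before antibody-bead stimulation, then incubated 18 h at 37 degrees C.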
# The depositor's hits bear a star; ? = inconclusive; . = not tested or not shown; & = joins results of further samples; [ ] = dose if it differs, or a comment. Unless noted, calls follow the shape of the dose curve; as a rule, active = well fitted curve in the direction sought with a large enough effect; inconclusive = small, poorly fitted or top-dose-only effect, or another doubt; inactive = no such curve, though single readings can be large; an effect the other way counts as inactive or inconclusive.
SMILES,EPAC1 agonist,FUS suppressor,EPAC1 antagonist,Abeta rescue,PLK1 PBD block,WRN inhibitor,PI5P4K alpha inh,IL2 activator
COc1ccc(C)cc1S(=O)(=O)Nc1cc2c3c(c1)C(C)C(=O)N3CCC2 (stereo not given),-3%,-1%,9%,-2%,-5%,19%,-6,-0.8
Cc1ccc(S(=O)(=O)N(C)CC(=O)NCc2ccncc2)cc1,4%,17%,-2%,32%,1%,7%,.,1.5
CC(=O)Nc1cccc(-c2ccnc3c2CC(C)(C(=O)Nc2cccc(NS(C)(=O)=O)c2)O3)c1 (stereo not given),1%,9%,-4%,-9%,-1%,-2%,2,0.2
Cc1ccccc1CN1CCN(C(=O)CC(C)C)CC1,-6%,-22%,-14%,2%,3%,1%,7,-0.2
CNC(=O)Nc1ccccc1F,10%,33%,21%,2%,-2%,-7%,-7,2.1
O=S(=O)(c1ccc(Cl)cc1)N1CCn2c1nc1ccccc12,9%,-5%,5%,-5%,-17%,1%,.,1.0
COc1ccc(CNC(=O)c2ccc(CS(=O)(=O)c3ccccc3C)o2)cc1,4%,5%,4%,7%,-4%,4%,-3,1.6
COc1cc2c(cc1NC(=O)C(C)N1CCN(S(=O)(=O)c3ccc(C)c(C)c3)CC1)oc1ccccc12 (stereo not given),10%,18%,-2%,2%,-2%,-1%,.,-2.1
CC(=O)OC12CC3CC(C1)C(=NO)C(C3)C2,-5%,-33%,-13%,3%,-6%,9%,-4,0.6
O=C(c1ccc(S(=O)(=O)N2CCC(c3nc4ccccc4s3)CC2)cc1)N1CCOCC1,11%,14%,-1%,-14%,-1%&-8%,-5%,.,3.6
O=C(COC(=O)c1ccccc1Nc1cccc(C(F)(F)F)c1)NCc1ccco1,-22%,29%,-14%,3%,-11%,-30%,?,-1.6
C[C@@H](CN1CCC[C@H]1CN1C(N)=NC[C@@H]1Cc1ccccc1)N1C[C@@H](Cc2ccccc2)N(CCc2ccc(Cl)c(Cl)c2)C1=N,6%,16%,-7%,-67%[inhibitor],6%,-21%,1,0.0
Cc1ccc(NC(=S)N(CCN(C)C)C(C)c2ccco2)c(C)c1 (stereo not given),-6%,-20%,-2%,6%,-1%,1%,3,0.2
COc1ccc(N2CCN(C(=S)Nc3ccc(C)cc3C)CC2)cc1,9%,-8%,-23%,4%,-18%,0%,1,-0.3
CC(C)NC(=O)C1Cc2c(-c3ccc(Cl)cc3)ccnc2O1 (stereo not given),-10%,-7%,-12%,-14%,-2%,7%[57.1 µM],-8,2.1
CC1CCN(C(=O)c2[nH]cnc2C(=O)NCC(=O)OC(C)(C)C)CC1,-9%,-3%,-10%,-1%,-8%,4%,0,-0.1
NS(=O)(=O)c1ccc(CNC(=O)C2(c3ccc(Cl)cc3)CC2)cc1,9%,1%,-3%,14%,-3%,-1%,0,-0.4
CCOC(=O)C1CCN(C(=O)Cn2ncc3c([nH]c4ccccc43)c2=O)CC1,2%,4%&-25%,3%,-4%&-8%,-11%,-3%,-6,-2.5
Cc1cc(C)nc(SCC(=O)Nc2ccc(S(=O)(=O)Nc3cc(C)on3)cc2)n1,11%,.,0%,-21%,2%,?,-1,-4.6
CCc1ccc(OC(=O)CN2C(=O)c3ccccc3C2=O)cc1,-2%,7%,-7%,6%,-4%,-5%,-3,0.6
Cc1ccccc1NC(=O)C(C)O/N=C/c1cccc([N+](=O)[O-])c1 (stereo not given),8%,-4%,-1%,9%,-2%,-8%,0,-0.3
O=C1CN(C(=O)COC(=O)CNC(=O)c2ccccc2)c2ccccc2N1,6%,.,8%,9%,-11%,-1%,5,-1.8
COc1ccc(CC(=O)Nc2nnc(C(C)(C)C)s2)cc1OC,4%,10%,1%,-21%,-16%,2%,2,-3.4
Cc1c(Cl)c([N+](=O)[O-])nn1CCCC(=O)Nc1sc2c(c1C(N)=O)CCC(C)C2 (stereo not given),-3%,4%,-16%,13%,-8%,2%,1,-0.1
Cc1nccn1-c1ccc(NC(=O)[C@H]2O[C@@H](n3cnc4c(N)ncnc43)[C@H](O)[C@@H]2O)cc1,-2%,-16%,-7%,4%,-3%,-2%,-1,-1.0
COc1cccc([C@@H]2CC=C(C(=O)O)[C@H](c3ccccc3F)N2S(=O)(=O)c2ccc(C)cc2)c1,2%,42%,-13%,5%,3%,11%,13,0.3
NC(=S)Nc1cccc(-c2n[nH]c(=S)o2)c1,7%,15%,2%,-26%,-24%,-10%,-25,0.1
C=CCOc1ccc(CN(C)CC(=O)Nc2ccccc2[N+](=O)[O-])cc1,-3%,0%,-13%,6%,-4%,-15%,-3,-1.2
CC1(C)CC2CC(C)(CN2S(=O)(=O)c2ccc(C(=O)Nc3cc(S(=O)(=O)N4CCOCC4)ccc3Cl)cc2)C1 (stereo not given),-11%,39%,-4%,16%,1%,0%,-3,-0.5
CN(C(=S)NC(=O)CCCOc1ccc(Cl)cc1Cl)c1ccccc1,8%,4%,10%,-65%[inhibitor],?,-13%,.,-2.4
C=CCn1c(O)c(C(CC)=Nc2ccccc2NC(=O)CC)c(=O)[nH]c1=O,-2%,18%,-2%,9%,-5%,10%,.,-0.2
Cc1cc(C)c(OCC(=O)OCC(=O)N2CCN(C(=O)c3ccco3)CC2)c(C)c1,-8%,15%,4%,-2%,-1%,4%,-2,-1.3
COc1cc(Cn2c3ccc(NC(=O)CCc4ccc(O)cc4)cc3c(=O)n2C)ccc1F,1%,23%,-11%,-2%,-4%,3%[57.1 µM],4,-0.2
CC(O)COc1ccc(/C(=N/O)c2ccccc2)cc1 (stereo not given),0%,-17%,10%,20%,1%,-8%,-1,-3.4
CCOC(=O)CSC1=C(C#N)C(c2ccc(C)cc2)C(C(=O)OC)C(=O)N1 (stereo not given),0%,7%,-4%,11%,-15%,0%,-7,0.2
COC(=O)c1ccc(NC(=O)COc2ccc(N(C)S(=O)(=O)c3ccc(C)cc3)cc2)cc1,0%,.,-6%,2%,-7%,-21%,0,1.0
CCOC(=O)C1CCN(c2nc3ccccc3nc2C(C#N)C(=O)OCCOC)CC1 (stereo not given),-8%,19%,5%,7%,-22%,10%,2,-2.3
Cc1cccc2c1NC(=O)C21OCC(CO)([N+](=O)[O-])CO1 (stereo not given),-5%,15%,20%,-4%,-2%,1%,6,-0.4
COC(=O)c1c(NC(=O)c2ccc(S(=O)(=O)N3CC(C)OC(C)C3)cc2)sc2c1CCN(C)C2 (stereo not given),16%,17%,5%,3%,30%[activator],2%,-9,?
COc1ccc(NC(=O)c2ccco2)cc1NC(=O)c1c(OC)cccc1OC,1%,2%&-2%,5%,6%&-18%,-3%,-6%,-1,-2.6
O=C(NC(=S)Nc1cccc(NC(=O)c2ccccc2Cl)c1)c1cccs1,3%,.,11%,8%,-2%,6%,-4,-2.6
C/C(=N\NC(=O)COc1ccccc1-c1ccccc1)c1ccc(O)cc1O,16%,-20%,-24%,-15%,-1%,-4%,-26,-0.7
O=C(O)C(Cc1ccccc1[N+](=O)[O-])N1C(=O)c2ccccc2C1=O (stereo not given),2%,.,-12%,-1%,-5%,0%,5,-1.4
Cc1cccc(-n2cc(CN3CCN(c4ccccn4)CC3)c(-c3cccc(F)c3)n2)c1,6%,10%,1%,1%,-4%,-9%,12,-0.6
CCOC(=O)N1CCN(C(=O)CCc2c(C)nc3c(c(C)nn3-c3ccc(C)c(C)c3)c2C)CC1,7%,3%,-1%,-9%,-11%,14%,.,-3.2
CCCOc1ccc(N2C(=O)CC(SCc3nc4ccccc4[nH]3)C2=O)cc1 (stereo not given),-9%,.,-13%,-18%,-10%,-19%,-6,-6.9
S=C1SC2(CCCCCC2)NC2=C1CCCCC2,10%,4%,-20%,?,-5%,-3%,-9,-2.0
CCc1cccc(C)c1NC(=O)Nc1c(Br)cnn1C,0%,-22%,-5%,-13%,-8%,3%,-7,0.1
Cn1c(SCC(=O)N2CCN(Cc3ccccc3)CC2)nnc1-c1ccncc1,-6%,19%,8%,-9%,-7%,-1%,.,-4.0
O=C(Nc1ccc(F)cc1)Nc1ccc([N+](=O)[O-])cn1,13%,-5%,-3%,-9%,-12%,-3%,-13,1.7
# (cont.)
SMILES,EPAC1 agonist,FUS suppressor,EPAC1 antagonist,Abeta rescue,PLK1 PBD block,WRN inhibitor,PI5P4K alpha inh,IL2 activator
CC(=O)n1cc(Nc2ccc([N+](=O)[O-])cc2)c2ccccc21,-9%,5%,-4%,-16%,-14%,-1%,1,-0.2
O=S(=O)(Cc1ccccc1)Oc1ccccc1,1%,7%,-10%,-2%,-2%,-8%,-2,-0.2
CCC(=O)N1CCc2cc(S(=O)(=O)NCCc3ccc(S(N)(=O)=O)cc3)ccc21,2%,17%,16%,-2%,-14%,-3%,-13,11
Nc1ccc(-n2cc(-c3ccccc3)[nH]c2=S)cc1,4%,10%,-2%,18%,-4%,-1%,-24,-0.4
Cc1ccccc1-n1ncc2c1CC(C)(C)CC2NC(=O)c1cn[nH]c1C (stereo not given),-6%,10%,1%,3%,30µM*,-6%,2,1.3
O=C(COc1ccc2c3c(c(=O)oc2c1)CCCC3)N[C@@H](Cc1ccccc1)C(=O)O,5%,9%,-11%,-9%,3%,-9%,1,0.4
C#CCOCCOCCOCCNc1nc(N2CCN(C(=O)[C@H](CCC(=O)O)n3cc([C@@H](N)CC(N)=O)nn3)CC2)nc(N2CCN(C(=O)[C@H](CCC(=O)O)n3cc([C@@H](N)CC(N)=O)nn3)CC2)n1,-14%,-12%,14%,3%,-7%,-6%,-9,0.1
COc1cc(SC)ccc1C(=O)Nc1ccc2c(c1)OCO2,12%,-27%,-13%,-2%,6%,-14%,0,0.6
COc1ccccc1CN1C[C@@H]2C[C@@H](c3cccc(C)n3)N3CCC[C@@]23C1=O,5%,3%,11%,3%,1%,-4%,0,0.8

# 3 records picked at random from those above:
SMILES,EPAC1 agonist,FUS suppressor,EPAC1 antagonist,Abeta rescue,PLK1 PBD block,WRN inhibitor,PI5P4K alpha inh,IL2 activator
CC(=O)n1cc(Nc2ccc([N+](=O)[O-])cc2)c2ccccc21,-9%,5%,-4%,-16%,-14%,-1%,1,-0.2
O=C(COc1ccc2c3c(c(=O)oc2c1)CCCC3)N[C@@H](Cc1ccccc1)C(=O)O,5%,9%,-11%,-9%,3%,-9%,1,0.4
Nc1ccc(-n2cc(-c3ccccc3)[nH]c2=S)cc1,4%,10%,-2%,18%,-4%,-1%,-24,-0.4
